NS5 inhibitors = flavivirus cap methylation enzyme inhibition – biochemical, confirmation dose response, primary screen (AID 588689). Dengue-2 NS5 methyltransferase capping enzyme assay, biochemical; higher % means a stronger effect. actives 0.3% (n = 340,000). inhibition, % at 25 µM, or IC50 in µM where a hit was titrated; in the data active = a potency from the dose series; inconclusive = inhibition above about 29% without an active follow-up result
Myeloid diff 2 = promotes myeloid progenitor differentiation; ER-HoxA9 myeloid progenitors, lysozyme-GFP differentiation, flow cytometry; calls only at 10 µM; actives 1% (n = 360,000);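 active = normalized GFP-positive differentiation at or above the plate's own cutoff, the solvent-only control mean plus 3 SD; inconclusive = no clear call, values can overlap the other calls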;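 note: cells exposed to compound for four days before flow analysis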
HIV peptide binding = inhibitors of HIV fusion peptide binding, primary screen, biochemical, uHTS, fluorescence dequenching (AID 1986). cell-free peptide binding, fluorescence dequenching, 30 min; higher % means a stronger effect. inhibition, % at 20 µM; hits with a dose series show IC50 in µM. actives 0.3% (n = 290,000); in the data active = inhibition mostly above about 52%, no sharp cut-off; inactive = mostly below about 76%; note: some results filed as inactive read as strong as hits
AID2073 = inhibitors of Mint1-CaV2.2 protein interaction, biochemical, HTRF (AID 2073); inhibition, % at 20 µM; hits with a dose series show IC50 in µM; HTRF protein-protein interaction, Mint1-CaV2.2; higher % means a stronger effect; actives 0.19% (n = 290,000); in the data active = inhibition mostly above about 51%, no sharp cut-off; inconclusive = no clear call, values can overlap the other calls; inactive = mostly below about 53%; note: some results filed as inactive read as strong as hits
SIAH1 antagonists = Siah-1 peptide-binding antagonists, primary screen, biochemical, fluorescence polarization, rhodamine-plectin, uHTS (AID 1817); displacement, % at 20 µM; hits with a dose series show IC50 in µM; Siah-1 / rhodamine-plectin peptide fluorescence polarization; higher % means a stronger effect; actives 0.02% (n = 290,000);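 active = displacement of at least 50% at 20 µM, with a fluorescence ratio check between 0.3 and a set limit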;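 note: plate controls were Siah plus tracer with DMSO for no effect and tracer alone without Siah for full effect; strong numbers were not always called active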
HEK293 NOD2/NF-kB = NOD2 signaling inhibitors, cell-based, luminescence, uHTS, HEK293 (AID 1566) | HEK293 NOD2/NF-kB luciferase reporter, luminescence; higher % means a stronger effect | inhibition, % at 4 µM, or EC50 in µM where a hit was titrated | actives 0.63% (n = 290,000); note: many of its hits are not listed in these tables
Hep lipid drop = modulators of hepatic lipid droplet formation; AID 1656; inhibition, % at 6.5 µM; AML12 mouse hepatocytes, oleate lipid droplets, BODIPY imaging; actives 0.4% (n = 240,000);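 active = lipid droplet intensity inhibited by at least 50%, with more than 500 cells counted; inconclusive = wells with under 300 cells, treated as cytotoxic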
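System: AML12 hepatocytes (mouse). Probe or stimulus: oleic acid at 100 µM to induce lipid droplet formation. Times: overnight treatment with compound plus oleate. Detection: Image-based BODIPY and DAPI two-channel analysis. Evaluation: percent inhibition of filter-corrected integrated lipid droplet intensity per well.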
XIAP antagonists = XIAP antagonists, biochemical, IAP family, fluorescence polarization (AID 1018); XIAP BIR domain, fluorescence polarization peptide displacement; higher % means a stronger effect; displacement, % at 20 µM; hits with a dose series show IC50 in µM; actives 0.007% (n = 200,000); in the data active = displacement above about 50%; note: a part of the inactive calls stands beside numbers as strong as those of hits
LYP inhibition = inhibitors of LYP phosphatase, biochemical, fluorescence intensity, uHTS (AID 1779) | recombinant LYP phosphatase, fluorescence intensity; higher % means a stronger effect | inhibition, % at 11.5 µM, or IC50 in µM where a hit was titrated | actives 0.054% (n = 290,000);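 note: plate controls were vehicle with enzyme for no effect and no enzyme for full effect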
Hep lipid drop cells 6.5 µM = further read-out of Hep lipid drop, marked with its call; cell count; measured here: cell count, cytotoxicity flag;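 cells counted across two imaged fields per well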
NS5 inhibitors pilot replicate = second read-out of NS5 inhibitors, no call of its own (marks repeat the call); inhibition, %; measured here: pilot screen replicate inhibition
Myeloid diff 2 GFP+ MAC1+ % = further read-out of Myeloid diff 2, marked with its call; GFP+ MAC1+ double positive, %; measured here: differentiation confirmed by MAC1 staining
Numbers without * were called inactive; i = inactive; ? = inconclusive; · = no result given. Cut-off read from the data, not from the text of the source, unless noted: active = inhibition above about 50%; inactive = the rest. Some of the compounds tested (hit frequency here may not be typical).

SMILES | NS5 inhibitors | Myeloid diff 2 | Myeloid diff 2 GFP+ MAC1+ % | HIV peptide binding | AID2073 | SIAH1 antagonists | HEK293 NOD2/NF-kB | Hep lipid drop | Hep lipid drop cells 6.5 µM | XIAP antagonists | LYP inhibition | others
CCO[C@@H]1OC(C(N)=O)=C[C@H](c2cn(C(C)=O)c3ccccc23)[C@H]1CCCO | -2% | i | 2.2 | -0.4% | -2% | 3% | 9% | 3 | 743 | -1.6% | -7%
COC(=O)C1C2C=CC3(CN(Cc4cccs4)C(=O)C13)O2 (centres undefined) | -7% | i | 1.2 | -2.1% | 4% | -7% | -9% | · | · | 3.4% | -6%
COc1ccc(C(=O)N(C)C2CCCc3ccccc32)cc1OC1CCN(C(C)C)CC1 (centres undefined) | 1% | i | 1.4 | 2.2% | 3% | 5% | -24% | -12 | 638 | · | -8%
COc1ccccc1CNS(=O)(=O)CC12CCC(CC1=O)C2(C)C (centres undefined) | -1% | i | 0.3 | 0.4% | 14% | 0% | -3% | -25 | 757 | · | -9%
COc1ccc(C(CNC(=O)c2oc3cc(C)c(Cl)cc3c2C)N2CCCCC2)cc1 (centres undefined) | 0% | i | 0.3 | -1.2% | 11% | -8% | 12% | -8 | 683 | · | -17%
O=C(Nc1ccc2c(c1)OCCO2)C1CCN(S(=O)(=O)c2cccc3nsnc23)CC1 | 1% | i | 1.8 | -2.1% | 6% | -4% | 4% | · | · | -6.7% | -2%
O=C(NCCCN1CCCC1=O)c1ccc(CNS(=O)(=O)c2ccc(F)cc2)cc1 | 4% | i | 0.8 | -2.0% | -2% | 6% | 17% | · | · | -2.7% | -3%
COc1ccc2nc(SCC(=O)NCCc3ccccc3)[nH]c2c1 | 2% | i | 0.8 | -0.3% | 15% | 5% | 20% | 6 | 752 | · | -7%
COc1ccc(NC(=O)COC(=O)CCCc2c[nH]c3ccccc23)cc1 | -3% | i | 0.7 | -2.9% | 0% | -2% | 4% | 7 | 722 | -9.2% | -8%
CC(OC(=O)c1ccc2c(=O)n3c(nc2c1)CCCCC3)C(=O)Nc1ccc(F)cc1Cl (centres undefined) | 1% | i | 0.3 | -2.4% | 4% | -4% | 13% | -3 | 633 | -5.4% | -2%
COc1ccc(NCc2nnc(SCC(=O)c3ccc(OC)cc3)o2)cc1 | -18% | i | 6.1 | -0.6% | -24% | 4% | -4% | 1 | 778 | -4.0% | -6%
COC(=O)c1sc(NC(=O)CSc2nc3cccnc3n2C)nc1C | -2% | i | 2.4 | 1.6% | 6% | -9% | 28% | -23 | 781 | · | -7%
O=C(c1ccc(CN2CCc3ccccc3C2)cc1)N1CCCCC1 | 4% | i | 0.5 | -1.5% | -8% | 5% | 3% | · | · | -4.2% | -10%
Cc1ccccc1C(=O)Nc1c2c(nn1C(C)(C)C)CS(=O)(=O)C2 | -5% | i | 0.4 | -0.7% | 5% | 0% | 10% | -13 | 632 | · | -6%
Cc1ccc(C)c(NC(=S)NCc2ccc3[nH]c4c(c3c2)CCCC4)c1 | 1% | ? | · | 1.2% | 4% | -6% | -9% | -15 | 788 | -5.1% | 9%
COc1cc(OC)cc(C(=O)N2CCN(C(=O)COc3ccc4ccccc4c3)CC2)c1 | 5% | i | 9.6 | 2.8% | 7% | -3% | 0% | · | · | -4.6% | 13%
COc1ccccc1C(=O)Nc1nnc(SCC(=O)NCC2CCCO2)s1 (centres undefined) | 1% | i | 0.8 | -1.5% | 16% | -10% | -51% | -7 | 731 | · | -11%
CC(C)/C(=N/Nc1ccccc1[N+](=O)[O-])c1ccccc1 | 4% | i | 0.2 | -4.5% | 23% | 10% | -4% | 12 | 594 | -3.5% | -1%
Cc1ccc(OCCSc2nnc(C)c(=O)n2N)cc1 | -6% | i | 0.5 | -1.1% | -14% | 2% | -6% | 15 | 698 | -5.4% | -5%
O=C(OCCN1C(=O)c2ccccc2C1=O)c1cc(=O)[nH]c2ccccc12 | 3% | i | 0.9 | -1.8% | -5% | -4% | -7% | 2 | 753 | -2.9% | 7%
COc1ccc(C(=O)N2CCN(C(=O)c3ccco3)CC2)cc1 | -6% | i | 1.2 | 1.1% | -1% | -4% | 8% | · | · | -5.6% | -1%
O=C(CCCc1ccccc1)N1CCc2ccccc21 | -4% | i | 4.5 | -0.3% | 0% | -3% | -141% | 0 | 808 | -9.9% | 0%
C=CCn1c(SCc2cc(=O)n3ccsc3n2)nc2cc(Cl)ccc2c1=O | 5% | i | 0.3 | -0.2% | 11% | 0% | 17% | 12 | 725 | -6.0% | -2%
Cc1ccc(N(C(=O)c2csnn2)C(C(=O)NC2CCCCC2)c2ccccn2)cc1C (centres undefined) | -8% | i | 3.2 | 2.1% | -12% | 6% | 9% | -26 | 776 | · | -11%
O=C(NCCCN1CCOCC1)c1ccc2c(c1)N(Cc1ccccc1)CCS2 | -13% | i | 0.3 | -1.1% | 35% | -3% | 8% | -5 | 660 | · | -18%
Later entries.
SMILES | NS5 inhibitors | Myeloid diff 2 | Myeloid diff 2 GFP+ MAC1+ % | HIV peptide binding | AID2073 | SIAH1 antagonists | HEK293 NOD2/NF-kB | Hep lipid drop | Hep lipid drop cells 6.5 µM | XIAP antagonists | LYP inhibition | others
Brc1cccc(OCCN2CCCCC2)c1 | 3% | i | 1.1 | 0.7% | -10% | 1% | -8% | -5 | 619 | -0.3% | -7%
CCOc1ccccc1NC(=O)CSc1ccc([N+](=O)[O-])cc1 | 0% | i | 0.5 | -2.8% | -4% | -1% | 7% | 6 | 679 | -7.3% | 2%
Cc1noc(/C=C/N(C)C)c1S(=O)(=O)N1CCCC(C(=O)Nc2ccc(F)cc2F)C1 (centres undefined) | -11% | i | 0.9 | -0.7% | 6% | 15% | 0% | 26 | 705 | · | -2%
Cc1ccc(NC(=O)CO/N=C(\N)c2nonc2N)cc1C | -3% | i | 0.2 | 1.3% | -16% | 10% | 12% | -20 | 525 | -8.2% | -6%
O=C(Cc1ccccc1)NNC(=S)Nc1ccccc1 | · | i | 0.2 | -4.6% | 3% | 0% | -3% | 6 | 642 | -11% | -4%
CCOC(=O)CNc1nc(C(C)(C)C)nc2c1nnn2Cc1ccccc1 | -3% | i | 0.2 | 1.2% | -5% | 8% | 7% | -20 | 808 | · | -6%
O=C(CSc1nc(-c2ccccc2)cs1)Nc1cccc([N+](=O)[O-])c1 | 2% | i | 0.5 | -2.4% | 4% | -15% | 2% | 19 | 664 | -6.4% | -3%
N#C/C(=C\c1sc(N2CCOCC2)nc1-c1ccccc1)C(=O)Nc1cccc2ccccc12 | · | · | · | 8.8% | 5% | -3% | -2% | 56* | 696* | -9.8% | 9%
CCCCOCCCNc1ncnc2c1[nH]c1ccccc12 | -5% | ? | · | -0.1% | 10% | -2% | 45% | -74 | 612 | -5.5% | -1% | NS5 inhibitors pilot replicate=-7.2
COc1cc(CNCCO)ccc1OCC(=O)Nc1ccc(Br)cc1 | 2% | i | 0.2 | -0.3% | 13% | 7% | -30% | 0 | 695 | 1.5% | 0%
O=C(NCc1ccccc1)c1ccc(N2CCC3(CC2)CC(c2ccc(Cl)cc2)=NO3)c([N+](=O)[O-])c1 | -4% | i | 0.4 | 2.1% | 2% | 0% | 24% | -6 | 813 | · | 0%
O=C(O)c1cccnc1-c1ncccc1C(=O)O | -10% | i | 1.0 | 5.0% | -8% | -3% | 18% | · | · | -6.9% | 7%
CCn1c2ccccc2c2nnc(SCC(=O)c3ccccc3)nc21 | -10% | i | 0.6 | 0.7% | -24% | -1% | 21% | 10 | 771 | -4.0% | 2%
COc1ccc(-c2nc(CS(=O)CC(=O)NCc3ccc(Cl)cc3)c(C)o2)cc1 (centres undefined) | -3% | i | 7.5 | 1.3% | -1% | 2% | -6% | · | · | -6.1% | -5%
CCOC(=O)CNC(=O)c1cc(C)oc1C | · | · | · | -0.8% | 32% | -6% | -8% | -1 | 776 | 4.3% | -7%
CC(C)(C)c1ccc(C(=O)NCCC(=O)N2CCCC2)cc1 | -6% | i | 1.9 | -0.8% | 12% | -4% | -26% | 6 | 793 | · | -12%
O=C(CCCOc1ccc(Cl)cc1Cl)NCc1ccccn1 | -10% | i | 0.3 | -0.7% | -4% | 1% | 8% | 10 | 507 | -5.5% | 0%
COc1ccccc1NC(=O)Cn1cnc2sc(C(=O)Nc3cc(OC)c(OC)c(OC)c3)c(C)c2c1=O | -12% | i | 1.3 | 0.3% | -3% | -4% | 20% | 7 | 688 | · | -2%
Nc1nnc(-c2cccc(F)c2)s1 | 0% | i | 0.6 | 0.1% | -2% | 5% | 10% | -13 | 797 | · | -6%
COc1cc2c(cc1OC)CN(CCOc1ccc(Br)cc1)CC2 | -1% | i | 0.8 | 0.5% | -13% | 1% | -4% | 5 | 801 | · | -6%
Cc1cc(S(=O)(=O)N(Cc2ccccn2)Cc2ccco2)ccc1-n1cnnn1 | -3% | i | 2.0 | -0.5% | -2% | -3% | 2% | · | · | 0.4% | -8%
Cc1ccc(Oc2ncnc3sccc23)cc1 | -1% | i | 0.6 | -1.5% | 1% | 2% | -5% | 26 | 617 | -13% | -4%
O=C(CCCC(=O)OCC(=O)c1ccc(Cl)cc1Cl)Nc1cc(C(F)(F)F)ccc1Cl | -2% | i | 1.0 | 4.2% | -2% | 3% | 2% | · | · | -3.2% | -4%
O=C(Cc1ccc(-n2c(=O)c3sccc3n(Cc3ccc(F)cc3)c2=O)cc1)NCc1ccco1 | -3% | i | 4.4 | -1.6% | 11% | -4% | 12% | · | · | -21% | -3%
C=C(C)C1CC=C(C)/C(=N/Nc2ccccc2[N+](=O)[O-])C1 (centres undefined) | -2% | i | 0.3 | -5.6% | 11% | 2% | -4% | 78* | 627* | -7.0% | -6%
O=C(Cn1cc(C(=O)c2cccs2)c2ccccc21)NCc1cccs1 | -2% | i | 0.9 | 1.9% | 9% | 6% | -39% | -27 | 648 | -6.4% | 2%
CC(C)CS(=O)(=O)C1=NN2C(=N)/C(=C\c3ccc(OC(=O)c4ccco4)cc3)C(=O)N=C2S1 | -15% | i | 2.0 | 13µM* | 21% | 2% | 22% | -7 | 642 | · | 2%
CC(=O)c1ccccc1OCc1ccc(C(=O)c2ccccc2)cc1 | -3% | i | 0.8 | 0.1% | 11% | 2% | 24% | -9 | 803 | · | -8%

Three structures already listed, arranged by SMILES length, ascending.
SMILES | NS5 inhibitors | Myeloid diff 2 | Myeloid diff 2 GFP+ MAC1+ % | HIV peptide binding | AID2073 | SIAH1 antagonists | HEK293 NOD2/NF-kB | Hep lipid drop | Hep lipid drop cells 6.5 µM | XIAP antagonists | LYP inhibition | others
COc1cc(CNCCO)ccc1OCC(=O)Nc1ccc(Br)cc1 | 2% | i | 0.2 | -0.3% | 13% | 7% | -30% | 0 | 695 | 1.5% | 0%
CCOc1ccccc1NC(=O)CSc1ccc([N+](=O)[O-])cc1 | 0% | i | 0.5 | -2.8% | -4% | -1% | 7% | 6 | 679 | -7.3% | 2%
O=C(Cc1ccc(-n2c(=O)c3sccc3n(Cc3ccc(F)cc3)c2=O)cc1)NCc1ccco1 | -3% | i | 4.4 | -1.6% | 11% | -4% | 12% | · | · | -21% | -3%
